# Source: PubChem (several laboratories)
# ABCG2 block: inhibitors of human ABCG2 transporter, ABCB1 counter-screen. Q9UNQ0. IgMXP3 cells, JC-1 efflux, flow cytometry. inhibition, % at 6.6 µM. 0.1% of 190,000 active;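 active = inhibition above 80%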;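 note: 0% = DMSO and 100% = nicardipine control wells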
#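 material = IgMXP3 (ABCG2) plus far-red-tagged CCRF-Adr (ABCB1) cells | amount = 3 million cells/mL, equal mix of both lines | also added = JC-1 transporter substrate | dosing = one concentration, 6.6 µM final | schedule = 10 min at 25 °C | measured by = flow cytometric JC-1 green MFI at 530 nm | read-out basis = percent efflux inhibition, scaled nicardipine 100% to DMSO 0%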
# Avidin fluor: compound fluoresces at 488/530 nm on avidin beads; compound fluorescence 488/530 nm, flow cytometry; active compounds read high; fluorescence (KMESF) at 10 µM; 0.38% of 220,000 active; AID 1775; in the data active = fluorescence above about 47; note: inactives centre near 10
# HRas wt GTP bind: modulators of GTP binding to human HRas wildtype; P01112; GST-Ras wt beads, Bodipy-FL-GTP binding, flow cytometry; actives lie on both sides; GTP binding activity, % at 10 µM; 0.14% of 190,000 active; AID 759;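 active = GTP binding activity at least 20% away from the 100% baseline, either lowered as inhibitor or raised as activator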;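 note: 0% = unlabeled GTP competition control and 100% = no-compound control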
# ABCB1 inh: blocks JC-1 efflux by human ABCB1 transporter | P08183 | CCRF-Adr cells, flow cytometry | inhibition, % at 6.6 µM | 0.067% of 190,000 active; in the data active = inhibition above about 40%;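 note: 0% = vehicle and 100% = reference inhibitor; higher value means more JC-1 retained so stronger ABCB1 efflux block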
# Target sequence (P08183 whole entry, looked up): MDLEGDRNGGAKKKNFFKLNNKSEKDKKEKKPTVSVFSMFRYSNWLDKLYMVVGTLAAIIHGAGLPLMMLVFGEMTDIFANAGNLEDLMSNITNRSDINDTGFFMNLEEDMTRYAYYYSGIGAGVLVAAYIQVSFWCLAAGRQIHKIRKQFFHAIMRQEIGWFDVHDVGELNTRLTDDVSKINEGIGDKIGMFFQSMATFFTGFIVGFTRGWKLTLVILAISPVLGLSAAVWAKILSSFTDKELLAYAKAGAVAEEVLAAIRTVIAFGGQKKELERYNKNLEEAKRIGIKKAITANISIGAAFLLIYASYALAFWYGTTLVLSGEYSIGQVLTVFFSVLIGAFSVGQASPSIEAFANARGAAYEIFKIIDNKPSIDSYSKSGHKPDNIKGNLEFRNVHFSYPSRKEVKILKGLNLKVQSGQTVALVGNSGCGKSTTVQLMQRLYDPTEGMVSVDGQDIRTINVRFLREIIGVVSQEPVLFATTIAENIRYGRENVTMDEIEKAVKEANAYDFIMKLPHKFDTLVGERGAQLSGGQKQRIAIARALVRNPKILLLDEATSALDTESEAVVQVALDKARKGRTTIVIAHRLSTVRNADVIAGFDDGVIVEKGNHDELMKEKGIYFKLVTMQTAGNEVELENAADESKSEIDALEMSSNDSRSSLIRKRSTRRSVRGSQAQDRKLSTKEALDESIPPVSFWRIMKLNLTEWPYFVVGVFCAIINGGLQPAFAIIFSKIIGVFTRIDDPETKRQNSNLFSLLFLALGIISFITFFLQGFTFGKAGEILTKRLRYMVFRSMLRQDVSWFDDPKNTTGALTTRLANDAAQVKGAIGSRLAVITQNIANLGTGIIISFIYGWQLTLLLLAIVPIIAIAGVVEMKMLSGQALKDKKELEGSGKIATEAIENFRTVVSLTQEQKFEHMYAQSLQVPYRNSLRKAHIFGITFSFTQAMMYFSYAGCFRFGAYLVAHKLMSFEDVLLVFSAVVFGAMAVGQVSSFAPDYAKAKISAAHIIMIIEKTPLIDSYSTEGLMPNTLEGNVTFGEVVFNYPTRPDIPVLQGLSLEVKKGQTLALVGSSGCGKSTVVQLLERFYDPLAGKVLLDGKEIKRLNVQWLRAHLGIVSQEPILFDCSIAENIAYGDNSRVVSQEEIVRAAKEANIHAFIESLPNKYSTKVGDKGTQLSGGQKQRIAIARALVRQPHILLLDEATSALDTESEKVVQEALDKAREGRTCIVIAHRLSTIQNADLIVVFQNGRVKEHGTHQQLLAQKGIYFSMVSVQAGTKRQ
# Cdc42 wt: changes GTP binding to wildtype human Cdc42 | P60953 | percent activity (GTP binding), % at 10 µM | GST-Cdc42 beads, Bodipy-GTP binding, flow cytometry; actives lie on both sides | 0.2% of 190,000 active;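 active = percent activity GTP binding at least 20 points away from the 100% baseline, either down as inhibitor or up as activator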;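 note: median bead fluorescence of bound Bodipy-FL-GTP at 100 nM; 0% = excess unlabeled GTP control and 100% = no compound control; below 100% means less GTP binding so inhibitor and above means activator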
# Rac1 act GTP bind: modulators of GTP binding to human Rac1 activated mutant; percent activity (GTP binding), % at 10 µM; 0.11% of 190,000 active; GST-Rac1 activated beads, fluorescent GTP binding, flow cytometry; actives lie on both sides; 100% means binding = to untreated wells; P63000;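 active = GTP binding at least 20 percentage points away from the 100% baseline, in either direction, so actives lie on both sides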
# Rac1 wt GTP bind: alters GTP binding to wildtype human Rac1; P63000; 0.27% of 190,000 active; GST-Rac1 beads, fluorescent GTP binding, flow cytometry; actives lie on both sides; 0 = cold GTP competed, 100 = untreated; GTP binding activity (% of control), % at 10 µM;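 active = GTP binding activity at least 20 points away from the 100% control level, either lower or higher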
# GSH fluor: GSH bead compound fluorescence profile; GSH beads flow cytometry, compound fluorescence 488/530 nm; active compounds read high; fluorescence (KMESF) at 10 µM; 0.25% of 190,000 active; AID 1776; in the data active = fluorescence above about 89;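 note: glutathione beads carrying GST-tagged Bcl family fusion proteins plus one bare bead set; values are compound well signal with DMSO vehicle wells as background; inactives centre near 16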
# Pf gametocyte: kills late stage P. falciparum gametocytes | AID 743093 | inhibition, % at 10.9 µM | 0.065% of 150,000 active | P. falciparum stage V gametocytes, ATP luminescence, 24 h;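 active = inhibition above the mean plus 3 SD of compounds within the control limits, set per campaign, cut at about 38% in these data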;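 note: 0% = DMSO wells and 100% = medium only without gametocytes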
# Rab7 wt GTP bind: modulators of GTP binding to dog Rab7 wildtype GTPase | GTP binding activity (percent of control), % at 10 µM | 0.055% of 190,000 active | GST-Rab7 beads, fluorescent GTP binding, flow cytometry; actives lie on both sides; untreated = 100%, excess cold GTP = 0%;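 active = fluorescent GTP binding to Rab7 beads changed by at least 20 points from the 100% baseline, either direction, mostly lower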;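 note: median green fluorescence of bound Bodipy-FL-GTP per Rab7 bead population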
# Rab2 wt GTP: changes GTP binding to wildtype dog Rab2A, up or down | P61105 | GST-Rab2 wt beads, Bodipy-GTP binding, flow cytometry | GTP binding activity, % at 10 µM | 0.19% of 190,000 active | AID 760;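 active = GTP binding activity at least 20 points away from 100%, either lowered or raised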;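 note: 0% = beads with excess unlabeled GTP and 100% = no-compound control corrected for plate trend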
# * = called active by the depositor; nt = not tested or not shown.
SMILES,ABCG2 block,Avidin fluor,HRas wt GTP bind,ABCB1 inh,Cdc42 wt,Rac1 act GTP bind,Rac1 wt GTP bind,GSH fluor,Pf gametocyte,Rab7 wt GTP bind,Rab2 wt GTP
O=C(c1cccc(Br)c1)c1conc1C(=O)c1ccco1,3.1,2,102.0,0.3,103.0,105.0,106.0,10,-1.8,102.0,102.0
CCC(=O)NCCCOc1ccccc1,0.2,15,104.0,0.1,103.0,99.0,109.0,16,25.2,105.0,104.0
CCOC(=O)c1ccc(NNC(C)=O)c([N+](=O)[O-])c1,4.8,10,98.0,0.1,97.0,95.0,99.0,13,nt,107.0,102.0
Cc1cccc(C)c1NC(=O)Cn1nc(-c2ccccc2)nc1-c1ccccc1,-0.9,5,100.0,0.1,100.0,97.0,98.0,54,1.7,97.0,97.0
O=C(OCCN=C1NS(=O)(=O)c2ccccc21)c1cccnc1,1.4,35,101.0,0.6,103.0,101.0,103.0,14,0.7,94.0,98.0
CC1CCN(C(=O)/C=C/c2ccc(C(C)(C)C)cc2)CC1,7.7,11,99.0,0.9,98.0,100.0,100.0,16,-3.9,98.0,98.0
COc1ccccc1CNC(=O)c1c(-c2ccccc2)nn(-c2ccccc2)c1C,2.6,13,102.0,0.9,101.0,98.0,102.0,8,nt,100.0,101.0
CCOC(=O)/C(=N\Nc1ccc(Cl)cc1)c1csc(Nc2ccccc2)n1,0.3,8,102.0,0.0,103.0,98.0,101.0,70,nt,96.0,100.0
Cc1nnc(SCC(=O)Nc2ccc(Cl)cn2)[nH]c1=O,-0.2,19,100.0,0.2,100.0,96.0,99.0,17,10.4,94.0,99.0
Brc1cccc(CNc2nc3ccccc3n2CCN2CCOCC2)c1,17.4,8,96.0,1.6,95.0,96.0,92.0,15,-1.5,93.0,95.0
COc1ccccc1NC(=O)c1ccc(NC(=O)CN2CCN(C(=O)c3ccco3)CC2)cc1,5.3,6,101.0,0.4,100.0,95.0,102.0,10,19.4,109.0,105.0
COc1ccc(Cn2c(N)c(C#N)c3nc4ccccc4nc32)cc1OC,12.2,8,96.0,2.8,95.0,96.0,99.0,13,nt,92.0,94.0
COc1ccccc1Nc1nc(N)nc(CSc2nccc(C)n2)n1,16.5,25,103.0,-0.1,103.0,101.0,103.0,23,nt,102.0,102.0
COc1ccccc1NS(=O)(=O)c1ccc(Cl)cc1,0.0,5,98.0,0.1,97.0,96.0,101.0,19,nt,95.0,97.0
Cc1nc(C(C)(C)O)n(-c2ccccc2)n1,4.4,12,104.0,0.7,105.0,99.0,103.0,23,2.2,102.0,104.0
COc1cc(CC(=O)OCC(=O)Nc2cc([N+](=O)[O-])ccc2Cl)cc(OC)c1OC,81.0*,23,100.0,3.2,103.0,100.0,105.0,10,nt,98.0,97.0
CC(=O)Nc1ccc(C(=O)OCC(=O)Nc2ccccc2Sc2ccccc2)cc1,6.8,6,102.0,1.6,102.0,99.0,107.0,11,-19.1,101.0,100.0
CCCCC(=O)Nc1cc(C)c2c(=O)oc3ccccc3c2n1,4.4,7,95.0,0.7,95.0,91.0,86.0,8,-4.3,94.0,90.0
CC1(C)CC(=O)C(C=NC(CCC(N)=O)C(=O)O)=C(O)C1 (stereo not drawn),0.8,33,100.0,0.1,99.0,96.0,99.0,13,nt,97.0,99.0
O=C(O)CCCn1cc(NC(=O)c2c(F)cccc2F)cn1,2.0,9,100.0,0.0,97.0,93.0,96.0,17,19.9,106.0,101.0
Cc1c(N=C2SCC(=O)N2/N=C\c2ccc(Br)cc2)c(=O)n(-c2ccccc2)n1C,4.7,13,103.0,-9.6,105.0,99.0,106.0,11,-2.1,99.0,99.0
C/C(=N/Nc1nc(-c2ccccc2)cc(-c2ccccc2)n1)c1ccc(N)cc1,1.8,14,100.0,0.5,103.0,102.0,105.0,12,nt,99.0,100.0
CN1/C(=C\C=C2\N=C(c3ccc(F)cc3)OC2=O)C(C)(C)c2ccccc21,9.3,20,103.0,10.2,102.0,98.0,104.0,27,nt,104.0,106.0
O=C(Cc1ccccc1)NCC(=O)OCC(=O)c1ccc(Cl)c([N+](=O)[O-])c1,-2.0,9,99.0,-0.8,101.0,98.0,101.0,8,nt,96.0,98.0
O=C(CSc1ccc2ccccc2c1)Nc1nc2ccccc2[nH]1,1.6,6,100.0,0.2,104.0,99.0,101.0,13,-6.2,101.0,99.0
Cc1ccc(/C([O-])=C(/C(=S)NCCN2CCOCC2)[n+]2ccccc2)cc1[N+](=O)[O-],2.8,10,92.0,1.1,93.0,91.0,94.0,13,19.3,100.0,93.0
Cc1ccc(C)c(NC(=O)CSc2n[nH]c(-c3ccncc3)n2)c1,4.8,10,100.0,0.4,101.0,98.0,99.0,31,-7.8,98.0,98.0
CCOC(=O)C1C(=O)NC(SCC(N)=O)=C(C#N)C1c1ccccc1OCC (stereo not drawn),-0.7,11,103.0,0.1,105.0,103.0,106.0,27,-20.7,99.0,102.0
Cc1ccc(CN(CC(=O)N/N=C/c2ccccc2[N+](=O)[O-])S(=O)(=O)c2ccc(C)cc2)cc1,1.8,14,102.0,1.1,102.0,100.0,101.0,23,5.3,101.0,102.0
CN(C)S(=O)(=O)c1cccc(NC(=O)COC(=O)c2c[nH]c(=O)[nH]c2=O)c1,-0.1,21,101.0,0.0,96.0,96.0,100.0,10,14.3,105.0,100.0

# Ordered by molecular weight (lowest first): some entries from above
SMILES,ABCG2 block,Avidin fluor,HRas wt GTP bind,ABCB1 inh,Cdc42 wt,Rac1 act GTP bind,Rac1 wt GTP bind,GSH fluor,Pf gametocyte,Rab7 wt GTP bind,Rab2 wt GTP
CC1(C)CC(=O)C(C=NC(CCC(N)=O)C(=O)O)=C(O)C1 (stereo not drawn),0.8,33,100.0,0.1,99.0,96.0,99.0,13,nt,97.0,99.0
O=C(CSc1ccc2ccccc2c1)Nc1nc2ccccc2[nH]1,1.6,6,100.0,0.2,104.0,99.0,101.0,13,-6.2,101.0,99.0
Cc1ccc(/C([O-])=C(/C(=S)NCCN2CCOCC2)[n+]2ccccc2)cc1[N+](=O)[O-],2.8,10,92.0,1.1,93.0,91.0,94.0,13,19.3,100.0,93.0

# (list continues)
SMILES,ABCG2 block,Avidin fluor,HRas wt GTP bind,ABCB1 inh,Cdc42 wt,Rac1 act GTP bind,Rac1 wt GTP bind,GSH fluor,Pf gametocyte,Rab7 wt GTP bind,Rab2 wt GTP
O=C(c1ccc(OCC2CCCO2)cc1)N1CCN(c2ccccc2)CC1 (stereo not drawn),0.5,7,99.0,0.4,100.0,94.0,101.0,41,nt,96.0,96.0
Cc1ccc(NCc2nnc(SCC(=O)NCc3ccco3)n2CC2CCCO2)c(C)c1 (stereo not drawn),4.9,37,105.0,0.9,106.0,102.0,108.0,16,nt,105.0,105.0
S=C(Nc1cccc(Cl)c1)N1CCN(Cc2ccccc2)CC1,3.5,9,102.0,-0.2,103.0,101.0,103.0,15,9.9,102.0,102.0
CCn1c(SCC(=O)N2CCOCC2)nc(O)cc1=O,12.3,6,98.0,1.5,101.0,98.0,101.0,16,nt,96.0,100.0
C=CCn1c(SCC(=O)NC2CCCCC2)nnc1-c1sc(N)nc1C,1.4,38,101.0,0.3,101.0,99.0,102.0,18,-17.8,103.0,101.0
N#CC1=C(N)n2c(s/c(=C\c3cccs3)c2=O)=C(C#N)C1c1cccs1 (stereo not drawn),-0.1,10,98.0,0.2,96.0,97.0,98.0,11,3.9,98.0,97.0
O=C(Nc1cc(C(F)(F)F)ccc1-n1cncn1)c1ccc(Cl)cc1,3.0,11,104.0,0.3,107.0,103.0,108.0,13,nt,106.0,104.0
N#CC1=C(N)Oc2cc(N)ccc2C1C1CCCCC1 (stereo not drawn),-2.2,23,95.0,-0.4,96.0,96.0,97.0,23,nt,94.0,95.0
CCOC(=O)C(C)n1nc(-c2ccccc2)c2ccccc2c1=O (stereo not drawn),1.4,11,95.0,0.2,95.0,96.0,98.0,16,3.9,98.0,98.0
O=C(Nc1ccc(-c2nc3ccccc3o2)c(O)c1)c1cc(-n2cnnc2)ccc1Cl,-0.5,37,99.0,0.1,98.0,96.0,99.0,13,7.7,97.0,96.0
CCOc1ccc(CCNC(=O)COC(=O)c2nc3nc(C)cc(C)n3n2)cc1OCC,52.8,23,97.0,0.2,102.0,98.0,100.0,10,nt,95.0,98.0
CC(C)(C#N)C(C)(C)c1nn[nH]n1,1.2,9,98.0,0.0,101.0,94.0,98.0,8,nt,99.0,99.0
CCCC(c1nnnn1C(C)(C)C)N1CCN(c2ccccc2)CC1 (stereo not drawn),1.4,12,98.0,0.7,98.0,96.0,100.0,15,-22.6,99.0,98.0
O=S(=O)(c1ccc(NC(=S)NC2CC2)cc1)N1CCOCC1,1.6,5,104.0,0.8,101.0,98.0,102.0,12,9.3,108.0,103.0
O=C(Cn1c(=O)n(Cc2ccco2)c(=O)c2cc(Cl)ccc21)NCC1CCCO1 (stereo not drawn),2.2,10,102.0,1.6,102.0,100.0,108.0,8,11.8,102.0,99.0
CCOc1ccc(CCNC(=O)C2CCN(c3nnc(-n4cccc4)s3)CC2)cc1,4.9,5,100.0,0.5,101.0,97.0,99.0,18,nt,102.0,101.0
CN1CCN(c2ncc(CN3C(=O)c4ccccc4C3=O)s2)CC1,8.8,11,101.0,3.6,99.0,100.0,103.0,11,nt,106.0,103.0
CC(=O)NC1(c2nnnn2CCOC(=O)Nc2ccc(Cl)cc2)CCCC1,4.3,5,98.0,0.1,98.0,96.0,101.0,21,-9.2,101.0,97.0
CC(C)(C)c1ccc(C(=O)c2c[nH]c(C(=O)NCCCN3CCOCC3)c2)cc1,2.2,35,100.0,0.6,101.0,94.0,98.0,14,-2.8,96.0,96.0
Cc1ccccc1Cn1ccc(NC(=O)CCSc2nc(-c3ccco3)cc(C(F)(F)F)n2)n1,10.0,15,98.0,2.5,96.0,97.0,95.0,38,17.4,97.0,96.0
COc1ccc(OC)c(S(=O)(=O)N(C)CC(=O)O)c1,1.3,23,98.0,0.4,103.0,99.0,105.0,14,1.1,98.0,98.0
N#C/C(=C/c1ccc(-c2ccc(S(N)(=O)=O)cc2)o1)C(=O)Nc1ccccc1,-7.4,8,93.0,-1.3,101.0,97.0,98.0,10,4.8,92.0,92.0
CSc1nc2sc3c(c2c(=O)[nH]1)CCCC3,1.8,8,98.0,0.2,97.0,98.0,98.0,15,nt,99.0,98.0
NC(=O)C1CCN(C(=O)CSc2ccccn2)CC1,7.4,8,103.0,0.9,104.0,102.0,102.0,19,nt,101.0,101.0
Cc1ccc(C(=O)Nc2ccc(N3CCCC3)cc2)cc1,0.9,11,95.0,-0.2,96.0,98.0,100.0,11,6.9,95.0,94.0
O=C(Nc1nc(-c2nc3ccccc3s2)cs1)c1ccco1,14.8,20,100.0,0.6,99.0,98.0,100.0,12,nt,95.0,101.0
COc1ccccc1NC(=O)C1=C(C)NC(=O)NC1c1ccccc1F (stereo not drawn),2.8,13,104.0,0.3,103.0,103.0,111.0,21,nt,106.0,103.0
